CHRM5 PAM: positive allosteric modulators of human muscarinic M5 receptor; P08912; CHO-K1 hM5, Fluo-8 calcium, ACh EC20 PAM; 0% = ACh EC20, 100% = ACh EC100; activation, % at 3 µM; 360,000 compounds, 0.3% hits; AID 624038;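 active means activation above the run cutoff, the mean activation of all test compounds plus 3 SD, cut at about 18% in these data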
Target sequence (P08912 whole entry, looked up): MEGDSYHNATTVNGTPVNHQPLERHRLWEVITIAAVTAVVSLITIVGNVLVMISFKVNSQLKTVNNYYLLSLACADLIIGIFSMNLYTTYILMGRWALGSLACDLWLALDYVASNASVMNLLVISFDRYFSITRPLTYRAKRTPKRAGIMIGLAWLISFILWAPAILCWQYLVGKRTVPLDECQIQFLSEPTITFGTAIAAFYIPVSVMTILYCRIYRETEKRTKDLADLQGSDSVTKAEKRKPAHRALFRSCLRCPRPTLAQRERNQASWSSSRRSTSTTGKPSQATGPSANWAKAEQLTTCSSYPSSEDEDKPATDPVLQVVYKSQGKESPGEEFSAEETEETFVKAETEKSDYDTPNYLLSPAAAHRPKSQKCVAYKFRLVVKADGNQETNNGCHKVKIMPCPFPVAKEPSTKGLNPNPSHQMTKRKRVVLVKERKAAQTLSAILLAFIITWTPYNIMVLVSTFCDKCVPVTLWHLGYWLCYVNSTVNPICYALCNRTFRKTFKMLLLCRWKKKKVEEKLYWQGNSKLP
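system = human M5 receptor in CHO-K1 cells | compound = one concentration, 3 µM final (nominal) | schedule = Post-acetylcholine fluorescence recording 140 s | signal = Fluo-8 calcium dye fluorescence, kinetic read | benchmarks = low control EC20 acetylcholine (0%), high control EC100 acetylcholine (100%) | repeats = singlicate, one well per test compound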
CRFBP-R2 agonist: agonists of human CRF-binding protein/CRF-R2 receptor complex; HEK293 CRF-R2/CRF-BP, calcium dye fluorescence (FLIPR); percent of saturating CRF peptide response; activation, % at 13.2 µM; 350,000 compounds, 0.46% hits; AID 588473;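 active means activation of at least 50%, plus an integration ratio under a set limit after plate pattern correction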;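 further: plate controls were neutral control wells without compound for no effect and CRF at EC100 for full effect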
TAAR1 antagonist: antagonists of human TAAR1; Q96RJ0; CHO RD-HGA16 TAAR1, Fluo-8 calcium fluorescence, antagonist; inhibition, % at 3 µM; 360,000 compounds, 1.5% hits; AID 624466;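 active means inhibition above a per-plate cutoff, the mean inhibition of test compounds on that plate plus 3 SD, cut at about 49% in these data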;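 further: 0% = DMSO plus EC80 beta-PEA response and 100% = DMSO alone without agonist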
Target sequence (Q96RJ0 whole entry, looked up): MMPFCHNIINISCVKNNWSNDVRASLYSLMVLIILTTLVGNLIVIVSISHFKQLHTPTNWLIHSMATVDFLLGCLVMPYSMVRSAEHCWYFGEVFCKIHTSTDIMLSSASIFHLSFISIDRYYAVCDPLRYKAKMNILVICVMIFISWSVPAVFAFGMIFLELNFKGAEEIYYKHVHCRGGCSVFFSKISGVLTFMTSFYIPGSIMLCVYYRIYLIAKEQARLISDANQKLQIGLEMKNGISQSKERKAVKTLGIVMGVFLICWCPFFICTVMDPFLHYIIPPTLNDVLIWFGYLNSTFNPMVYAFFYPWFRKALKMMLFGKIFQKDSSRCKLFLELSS
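Test system – hTAAR1-expressing CHO RD-HGA16 cells, Gα16-coupled · Also added – β-PEA at EC80 concentration, post-compound challenge · Compound – 3 µM, single point · Incubation – dye loading 75 min at 37 °C, then 30 min room temperature · Measured by – Fluo-8 intracellular calcium dye fluorescence, real-time kinetic reads · Benchmarks – vehicle and agonist controls · Replicates – singlicate, one well per test compound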
TAAR1 agonist: human TAAR1 agonism. Q96RJ0. CHO RD-HGA16 TAAR1, Fluo-8 calcium fluorescence; vehicle wells 0%, saturating PEA agonist 100%. activation, % at 3 µM. 360,000 compounds, 0.99% hits;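 active means activation above the mean activation of all test compounds in the run plus 3 SD, cut at about 38% in these data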
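Assay system: CHO-derived RD-HGA16 cells with stable Gα16 and human TAAR1; timing: 17-24 h seeding, 75 min 37 °C dye, 30 min RT; read-out: % activation from peak over basal fluorescence ratio, DMSO-to-PEA scaled; measured by: kinetic Fluo-8 calcium fluorescence; benchmarks: low control DMSO, high control PEA (EC100); doses: 3 µM single concentration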
CHRM5 agonist: CHRM5 agonism in calcium assay; CHO-K1 hM5 cells, Fluo-8 calcium fluorescence; 0% DMSO wells, 100% maximal acetylcholine response; 360,000 compounds, 0.19% hits; activation, % at 3 µM; AID 624037; P08912;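 active means activation above the run's mean over test compounds plus 3 SD, cut at about 23% in these data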;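 further: signal is peak over basal fluorescence ratio across the kinetic read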
CRFBP-R2 block: CRF-BP/CRF-R2 complex antagonism | HEK293 CRF-R2/CRF-BP, CRF-induced calcium fluorescence | AID 588475 | inhibition, % at 11.8 µM | 350,000 compounds, 0.59% hits;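 active means inhibition of the ligand-induced calcium signal above about 50% at the single tested concentration, limit read from the data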
M5 antag: antagonists of human muscarinic M5 receptor (CHRM5). P08912. CHO-hM5 cells, Fluo-8 calcium fluorescence, ACh EC80. inhibition, % at 3 µM. 360,000 compounds, 0.59% hits. AID 624040;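 active means inhibition above a per-plate cutoff, the mean of that plate's test compounds plus 3 SD, cut at about 27% in these data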;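 further: 0% = acetylcholine EC80 with DMSO and 100% = DMSO without agonist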
CHO-K1 Ca PAM: M1 PAM counterscreen hit in parental CHO-K1 cells; ATP EC20, Fluo-8 calcium fluorescence; 0% at ATP EC20, 100% at ATP max; activation, % at 3 µM; 360,000 compounds, 0.02% hits;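 active means activation above the run cutoff, the mean activation of all test compounds plus 3 SD, cut at about 40% in these data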;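 further: peak over basal fluorescence ratio in a 140 s read after ATP addition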
M4 PAM: potentiates acetylcholine response at human M4 receptor; 360,000 compounds, 0.4% hits; activation, % at 3 µM; CHO-K1 hM4/Gqi5, Fluo-8 calcium fluorescence, ACh EC20; 0% = ACh EC20, 100% = maximal ACh; P08173; AID 624126;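 active means activation above its plate's cutoff, the mean activation of sample wells plus 3 SD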; further: some results filed as inactive read as strong as hits
Active calls of the source: *; nt = no result given.

Values run as follows: CHO-K1 Ca PAM	CHRM5 PAM	CRFBP-R2 agonist	CRFBP-R2 block	CHRM5 agonist	TAAR1 antagonist	M4 PAM	TAAR1 agonist	M5 antag
1. CC(C)CNC(=O)c1ccccc1C(=O)NC1(C(=O)NCC(C)C)CCCC1
    11	8	-1.3	-11	-1	-16	8	1	8
2. O=c1c2ccccc2nc(SCc2cn3ccsc3n2)n1-c1ccccc1F
    13	-7	0.1	15	-2	21	1	8	2
3. O=C(c1cccc(S(=O)(=O)N2CCOCC2)c1)N1CCN(c2ccccc2)CC1
    13	1	-1.1	-6	-2	6	6	-2	12
4. Cc1ccc(/C=N/Nc2ccc(C(=O)O)cc2)o1
    -4	-1	-0.1	-5	0	1	5	7	10
5. N#Cc1nc(N)nc(N(c2ccccc2)c2ccccc2)n1
    2	-5	0.4	-5	2	17	-5	12	0
6. COc1ccc(C2CC(c3cccs3)n3nc(N)nc3N2)cc1 (stereo not drawn)
    -10	-2	-2.9	-7	-1	-3	-4	2	-7
7. CCCN(CCC)Cc1c(C(=O)OCC)nnn1-c1nonc1N
    12	1	-1.9	22	-6	0	-3	8	0
8. CC(=N/O)/C(=N\O)c1ccc(C)o1
    -1	-9	0.6	-8	-2	-4	0	11	4
9. O=c1[nH]c(C2CCCN(S(=O)(=O)c3ccccc3)C2)nc2c1nnn2Cc1cccc(Cl)c1 (stereo not drawn)
    17	3	3.7	-3	-3	-7	0	4	5
10. CCOC(=O)NCc1ccc(S(=O)(=O)Nc2c(C)cccc2C)cc1
    8	-2	-0.9	-5	0	16	0	5	2
11. CC(=O)c1cccc(NC(=O)C2CCN(S(=O)(=O)c3ccc(F)cc3)CC2)c1
    16	-5	-0.8	-11	0	2	-1	8	3
12. O=C(Nc1ccc(Cl)cc1C(F)(F)F)c1ccc(Cl)cc1
    0	4	2.4	-10	-2	31	-2	75*	-2
13. COCCSc1nnc(NC(=O)CCS(=O)(=O)c2ccccc2)s1
    -5	0	-1.5	17	-1	-13	-2	3	2
14. CSCC[C@@H](CO)NC(=O)c1ccc2nc(C3CCCCC3)oc2c1
    11	4	1.8	10	0	-23	4	9	6
15. CSc1ccc(CN(C)C(=O)c2cccc(S(=O)(=O)NCc3ccccc3)c2)cc1
    1	-2	0.1	3	2	40	-13	5	-6
16. CC1(C(=O)NS(=O)(=O)c2ccccc2OC(F)(F)F)CCN1C(=O)Cc1ccccc1 (stereo not drawn)
    17	0	nt	nt	0	5	-2	0	0
17. CCN(CC(=O)Nc1ccc2c(c1)OCCO2)C(=O)C(C)Oc1ccc(F)cc1 (stereo not drawn)
    7	4	-1.2	7	1	-16	9	2	4
18. CCOC(=O)N1CCN(C(=O)C[C@@H]2C[C@@]3(C(=O)OCC)CCCC=C3N(Cc3ccccc3)C2=O)CC1
    nt	-1	nt	nt	2	-6	1	2	-6
19. CCC1=C(OC(=O)N(CC)CC)N2C(=O)OC(=NCc3ccccc3)[C@]2(C)[C@H]2C1=CC[C@H]1C(=O)N(CC)C(=O)[C@H]12
    10	-2	0.1	-6	1	3	6	0	4
20. O=[N+]([O-])c1ccc(COc2ccccc2CN2CCOCC2)cc1
    11	-2	3.7	5	-2	-16	-2	2	-8
21. C/C(=N\NC(=O)c1ccc(F)cc1)c1cccc(NC(=O)c2cccc(F)c2)c1
    1	-3	-0.6	-18	1	9	3	3	2
22. CCCNC(=O)N1CCC(Cc2ccccc2)CC1
    0	1	-0.3	22	-1	-30	-1	1	-6
23. COCCCN1C(=O)C(CC(=O)NCc2cccc3ccccc23)CC(C(=O)N(C)C)=C1C (stereo not drawn)
    0	-1	0.8	4	1	2	0	4	10
24. CCCn1cnc2c(SCc3ccccn3)nc(N)nc21
    -3	-5	-0.9	-12	0	-2	7	0	8
25. O=C(NCC(c1ccc(F)cc1)N1CCOCC1)c1ccc(C(=O)c2ccccc2)cc1 (stereo not drawn)
    18	2	0.3	-4	0	10	-10	7	6
26. CCCNC(=O)c1ccccc1NC(=O)c1ccccc1SC
    18	-7	-0.7	11	-2	-10	-7	3	14
27. Cc1ccc(C)c(S(=O)(=O)N2CCN(C(=O)c3cc(-c4cccs4)nn3-c3ccccc3)CC2)c1
    -36	2	3.1	5	3	16	-2	1	-1
28. O=S(=O)(c1ccccc1C(F)(F)F)N1CCN(c2ncnc3sccc23)CC1
    -12	-35	0.1	0	6	37	-10	8	13
29. Cc1cnc(C(=O)OCC(=O)Nc2ccc(Oc3ccccc3)cc2)cn1
    18	3	-0.2	11	2	4	5	-3	-4
30. COc1ccc(S(=O)(=O)NC2CC(C)(C)NC(C)(C)C2)cc1
    15	-2	1.1	-12	-6	-24	4	0	7

Part of the list above, as labelled records:
10. CCOC(=O)NCc1ccc(S(=O)(=O)Nc2c(C)cccc2C)cc1
  CHO-K1 Ca PAM: 8
  CHRM5 PAM: -2
  CRFBP-R2 agonist: -0.9
  CRFBP-R2 block: -5
  CHRM5 agonist: 0
  TAAR1 antagonist: 16
  M4 PAM: 0
  TAAR1 agonist: 5
  M5 antag: 2
11. CC(=O)c1cccc(NC(=O)C2CCN(S(=O)(=O)c3ccc(F)cc3)CC2)c1
  CHO-K1 Ca PAM: 16
  CHRM5 PAM: -5
  CRFBP-R2 agonist: -0.8
  CRFBP-R2 block: -11
  CHRM5 agonist: 0
  TAAR1 antagonist: 2
  M4 PAM: -1
  TAAR1 agonist: 8
  M5 antag: 3

Gathered by group, the entries above with a furan ring, fused or not.
Values run as follows: CHO-K1 Ca PAM	CHRM5 PAM	CRFBP-R2 agonist	CRFBP-R2 block	CHRM5 agonist	TAAR1 antagonist	M4 PAM	TAAR1 agonist	M5 antag
4. Cc1ccc(/C=N/Nc2ccc(C(=O)O)cc2)o1
    -4	-1	-0.1	-5	0	1	5	7	10
8. CC(=N/O)/C(=N\O)c1ccc(C)o1
    -1	-9	0.6	-8	-2	-4	0	11	4

Going on with the list:
Values run as follows: CHO-K1 Ca PAM	CHRM5 PAM	CRFBP-R2 agonist	CRFBP-R2 block	CHRM5 agonist	TAAR1 antagonist	M4 PAM	TAAR1 agonist	M5 antag
31. Cc1nc2ccccc2[nH]c1=O
    6	1	-0.7	6	0	-29	-7	0	1
32. COc1ccc(S(=O)(=O)N2CCC(C(=O)NCCC(=O)NCCc3cccc(F)c3)CC2)cc1
    -7	-2	0.2	29	-3	-10	-5	-1	-1
33. Nc1cc(=O)n(Cc2ccccc2)c(=O)n1-c1ccc(F)cc1
    11	5	0.1	2	-2	9	2	2	-3
34. Cn1c(C(=O)O)c(CC(=O)NCc2cccnc2)c2ccccc21
    -6	-7	-0.9	0	-2	9	8	4	8
35. COc1ccc(/C=N/Nc2nc3ccccc3[nH]2)c(OC)c1OC
    -23	-4	-0.4	3	-5	22	-2	1	7
36. CN1CCN(Cc2c(O)ccc3c2oc(=O)c2ccccc23)CC1
    3	0	-0.2	-1	-2	-23	11	2	-3
37. COc1ccc(NC(=S)Nc2ccccn2)cc1
    -23	1	0.7	14	-1	12	8	-3	-2
38. Cc1ccc(C(=O)NCC(c2ccco2)N2CCc3ccccc3C2)cc1 (stereo not drawn)
    7	3	-2.0	14	-3	-11	-4	40*	3
39. Nc1nc(NC(=O)/C=C/c2ccc(F)cc2)nn1-c1ccccc1
    17	-3	-2.3	-11	3	-14	12	4	13
40. C=CCn1c(Cc2ccccc2)nc2c(cnn2-c2ccccc2)c1=O
    -4	-13	2.2	6	0	23	-8	1	21
41. CCc1cc(=O)oc2cc(C)c3c(C)coc3c12
    18	-2	-1.0	5	-3	-19	-5	7	-5
42. O=C(NCc1cccnc1)C1CC(c2cccc(Br)c2)=NO1 (stereo not drawn)
    -5	-4	-2.5	-8	1	4	-7	2	14
43. COc1ccc(NC(=O)C2CCCN(S(=O)(=O)c3ccc4[nH]c(=O)ccc4c3)C2)cc1OC (stereo not drawn)
    -15	-5	1.9	-9	-3	-14	-5	0	17
44. Cc1ccc(C(=O)N2[C@@H]3CN(C)C(=O)[C@@]2(Cc2ccccc2)[C@H]2C(=O)N(C)C(=O)[C@@H]32)cc1
    -20	7	-0.3	-1	2	10	8	12	4
45. C=CCN1C(=O)C(=O)N(CC(=O)NCC(=O)Nc2ccc(F)c(F)c2F)C1=O
    15	-7	0.3	1	1	-3	-1	6	8
46. COc1ccc(S(=O)(=O)N2CCOCC2)cc1OC
    9	2	0.2	8	-2	10	20	-1	-1
47. COc1cc(OC)c(OC)cc1CN1CCCC(C(=O)N2CCCC2)C1 (stereo not drawn)
    5	-2	1.6	5	0	11	-6	0	6
48. O=S(=O)(NC1CCCC1)c1ccc(S(=O)(=O)N2CCCN(Cc3ccccc3)C2)cc1
    23	-5	-0.6	-16	-4	nt	-9	nt	4
49. O=[N+]([O-])c1ccc(NCCNc2ccc(Cl)nn2)cc1
    -3	-3	-2.5	19	-1	-3	-4	7	1
50. Cc1ccc(NC(=S)N2CCCC(c3ccccc3)=N2)cc1
    -13	3	1.7	-1	2	-50	0	1	-11
51. CN(C)c1ccc(N=Nc2ccc(S(=O)(=O)O)cc2)c2ccccc12
    -6	-2	0.1	4	-6	-10	0	22	4
52. Cc1cc(C(=O)Nc2cccc(/C=C/C(=O)O)c2)c(C)o1
    14	-5	0.0	-13	3	7	1	6	-1
53. O=C(CCS(=O)CCC(=O)NCc1ccccc1)NCc1ccccc1
    1	10	-1.4	-2	5	7	10	4	1
54. O=S(=O)(Cc1ccc(Cl)cc1)N1CCCC1
    22	0	1.4	-8	-5	-25	0	0	4

Of the compounds above, 3 have a thiophene ring, fused or not:
Values run as follows: CHO-K1 Ca PAM	CHRM5 PAM	CRFBP-R2 agonist	CRFBP-R2 block	CHRM5 agonist	TAAR1 antagonist	M4 PAM	TAAR1 agonist	M5 antag
6. COc1ccc(C2CC(c3cccs3)n3nc(N)nc3N2)cc1 (stereo not drawn)
    -10	-2	-2.9	-7	-1	-3	-4	2	-7
27. Cc1ccc(C)c(S(=O)(=O)N2CCN(C(=O)c3cc(-c4cccs4)nn3-c3ccccc3)CC2)c1
    -36	2	3.1	5	3	16	-2	1	-1
28. O=S(=O)(c1ccccc1C(F)(F)F)N1CCN(c2ncnc3sccc23)CC1
    -12	-35	0.1	0	6	37	-10	8	13

Only M4 PAM and CRFBP-R2 block, for six of the compounds above:
#	compound	M4 PAM	CRFBP-R2 block
32	COc1ccc(S(=O)(=O)N2CCC(C(=O)NCCC(=O)NCCc3cccc(F)c3)CC2)cc1	-5	29
37	COc1ccc(NC(=S)Nc2ccccn2)cc1	8	14
52	Cc1cc(C(=O)Nc2cccc(/C=C/C(=O)O)c2)c(C)o1	1	-13
46	COc1ccc(S(=O)(=O)N2CCOCC2)cc1OC	20	8
35	COc1ccc(/C=N/Nc2nc3ccccc3[nH]2)c(OC)c1OC	-2	3
39	Nc1nc(NC(=O)/C=C/c2ccc(F)cc2)nn1-c1ccccc1	12	-11
